Compound activity (PubChem)
PKA-R1A act: activates the PKA-R1A holoenzyme complex. P00514+P68181. AID 504707. PKA-R1A dissociation, Cy5-IP20 fluorescence polarization; scaled: DMSO 0%, 113 µM cGMP 100%. 340,000 compounds, 0.083% hits. activation, % at 11.4 µM;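 active means percent activation above the mean of all tested compounds plus 3 SD, cut at about 19% in these data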;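 further: higher means more PKAc released from R1A so a rise in polarization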
Arr AP2 block: inhibitors of human beta-arrestin and AP2 interaction; FITC-arrestin peptide / GST-AP2 beads, flow cytometry; AP2 beta2 appendage carries R879A mutation; inhibition, % at 10 µM; 340,000 compounds, 0.31% hits;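 active means inhibition above a set limit, near 3 SD of compounds lacking own fluorescence, cut at about 54% in these data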;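 further: plate controls were DMSO wells for no effect and 5 µM unlabelled arrestin peptide for full effect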
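Material – AP2 appendage R879A on GSH beads · Buffer or medium – PBS with 0.05% Tween 20 and 0.1% BSA · Probe or stimulus – fluorescein-tagged arrestin peptide at 50 nM final · Incubation – compound with beads 12 min RT, then probe 1 h RT · Detection – high-throughput flow cytometry of beads, ex 488, em 535 nm · Evaluation – percent response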
CDK5 p35 inh: blocks human CDK5/p35 kinase activity. AID 488839. 330,000 compounds, 0.01% hits. Recombinant CDK5/p35, ADP-Glo luminescence, 60 min. inhibition, % at 10 µM;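 active means highest replicate inhibition of at least 50% and at least 75% of replicates reaching 50%; inconclusive means only one of the two criteria met; inactive means both criteria failed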;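 further: plate controls were DMSO neutral control for no effect and GW8510 at 10 µM for full effect; many of its hits are not listed in these tables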
Target sequence (Q00535 whole entry, looked up): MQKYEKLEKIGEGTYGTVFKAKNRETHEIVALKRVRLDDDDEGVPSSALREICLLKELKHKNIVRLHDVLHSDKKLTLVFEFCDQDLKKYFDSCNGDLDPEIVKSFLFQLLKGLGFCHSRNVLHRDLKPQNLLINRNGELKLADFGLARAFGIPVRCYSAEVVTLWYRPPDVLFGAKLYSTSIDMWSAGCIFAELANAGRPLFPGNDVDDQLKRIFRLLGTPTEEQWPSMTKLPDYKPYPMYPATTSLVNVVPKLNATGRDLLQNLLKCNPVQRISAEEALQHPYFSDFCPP
Target sequence (Q15078 whole entry, looked up): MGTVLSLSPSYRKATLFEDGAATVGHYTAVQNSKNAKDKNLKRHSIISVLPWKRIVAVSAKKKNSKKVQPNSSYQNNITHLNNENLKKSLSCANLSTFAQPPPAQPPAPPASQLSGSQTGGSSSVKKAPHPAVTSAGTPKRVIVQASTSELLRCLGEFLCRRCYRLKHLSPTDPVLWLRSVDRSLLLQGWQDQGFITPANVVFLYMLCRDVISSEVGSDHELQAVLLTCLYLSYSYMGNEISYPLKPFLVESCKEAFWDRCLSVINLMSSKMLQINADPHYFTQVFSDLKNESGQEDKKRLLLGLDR
SUMO Mot1 rescue: blocks SUMOylation pathway, rescuing yeast Mot1-301 growth | growth rescue, % at 18.8 µM | 320,000 compounds, 1% hits | S. cerevisiae Mot1-301 growth rescue, ATP luminescence, 38.5C; percent above DMSO median, 100 means doubled;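 active means every valid replicate shows activation above 250% relative to neutral control wells; inactive means the rest, any valid replicate at or below 250%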;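 further: OY570 slx delta 5 strain wells were the positive control but not used for scaling; some compounds called inactive have numbers as strong as hits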
Pemphigus Ab inh: blocks pemphigus antibody binding to human desmoglein-3; DSG3-coupled beads, scFv-anti-DSG3-GFP binding, flow cytometry; active compounds read low; binding (percent of control), % at 10 µM; 310,000 compounds, 0.48% hits;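 active means binding more than 3 SD below its plate's average and above zero; inconclusive means below that plate limit but binding exactly zero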;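 further: hits lower antibody fragment binding to DSG3; some compounds called inactive have numbers as strong as hits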
dFosB activator: enhances mouse delta FosB homodimer DNA binding. P13346. activation, % at 25 µM. AID 493131. purified delta FosB, TAMRA-CDK5 oligo fluorescence polarization; percent of positive-control signal above neutral wells. 340,000 compounds, 0.99% hits;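 active means mean activation above about 17%, with every replicate also reaching it, limit read from the data, passing the limit was not always enough; inconclusive means only one of the two conditions met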;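 further: fluorescence polarization rise as delta FosB binds a TAMRA Cdk5 AP-1 oligo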
Target sequence (P13346 whole entry, looked up): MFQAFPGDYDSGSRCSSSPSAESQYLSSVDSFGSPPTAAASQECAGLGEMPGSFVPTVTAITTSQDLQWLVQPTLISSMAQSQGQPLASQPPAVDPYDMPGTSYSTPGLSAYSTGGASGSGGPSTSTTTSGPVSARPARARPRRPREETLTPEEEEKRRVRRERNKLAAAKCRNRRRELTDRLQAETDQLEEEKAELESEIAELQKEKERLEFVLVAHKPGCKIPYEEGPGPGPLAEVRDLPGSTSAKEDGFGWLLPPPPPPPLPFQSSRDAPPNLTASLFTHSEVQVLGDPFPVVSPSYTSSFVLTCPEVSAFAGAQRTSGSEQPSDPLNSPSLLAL
MITF TRPM1 HTS: MITF TRPM1 promoter activation in melanoma cells; SK-MEL-5 TRPM1-promoter luciferase, 24 h; % of positive control, neutral wells = 0; activation, % at 12.5 µM; 300,000 compounds, 0.75% hits; AID 588334;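 active means mean activation of at least 80% with every replicate also reaching 80%; inconclusive means mean reaches 80% but some replicate falls short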;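 further: 0% = neutral control wells and 100% = parthenolide positive control wells; values of inactives mirror those of a sister screen read the other way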
PKA-R2B act: activators of human PKA-R2B complex. 340,000 compounds, 0.079% hits. P22694+P31323. PKA-R2B holoenzyme dissociation, Cy5-IP20 fluorescence polarization; R2B truncated from residue 108, S112A mutant; 0% DMSO only, 100% 113 µM cGMP. activation, % at 11.4 µM;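 active means activation above a cutoff set at the mean over all compounds plus 3 SD, cut at about 18% in these data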;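 further: higher means more holoenzyme dissociation and a rise in polarization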
SR-BI uptake up: activators of SR-BI mediated HDL lipid uptake. CHO ldlA[mSR-BI] cells, DiI-HDL uptake fluorescence, 3 h; 100 = double the neutral-control signal. activation, % at 12.5 µM. 320,000 compounds, 0.096% hits. AID 504775;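 active means mean replicate activation of at least 60% and every replicate at or above 60%; inconclusive means mean or all-replicate condition met, but not both; inactive means mean below 60% and not all replicates reaching 60%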;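 further: 0% = median plate neutral-control signal and 100% = twice that signal; values of inactives mirror those of a sister screen read the other way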
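system = CHO ldlA[mSR-BI] cells, LDL receptor-null, SR-BI overexpressing | medium = Ham's F12 with 0.5% BSA, HEPES 25 mM, pH 7.4 | probe or stimulus = DiI-HDL 10 µg/mL | compound dosing = single-point compound dose | incubation = compound exposure 3 h, 37 °C | technique = DiI fluorescence, bottom read | read-out = cell-associated DiI fluorescence as measure of HDL uptake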
NSD2 inh: inhibitors of human histone methyltransferase NSD2; O96028; NSD2 peptide methylation, AlphaScreen, 120 min; inhibition, % at 12.5 µM; 310,000 compounds, 0.54% hits; in the data active means inhibition above about 50%
SR-BI HDL uptake: inhibitors of mouse SR-BI mediated HDL lipid uptake; inhibition, % at 12.5 µM; ldlA[mSR-BI] CHO cells, DiI-HDL uptake fluorescence, 3 h; 320,000 compounds, 0.96% hits;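 active means mean replicate inhibition of at least 70% and a set share of replicates each scoring 70 or more; inconclusive means meets just one of the two criteria; inactive means fails both criteria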;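 further: 0% = median of neutral control wells and 100% = median of positive control wells; values of inactives mirror those of a sister screen read the other way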
An asterisk follows results filed as active; ? = inconclusive; . = not tested or not shown; & = joins results of further samples.

SMILES | PKA-R1A act | Arr AP2 block | CDK5 p35 inh | SUMO Mot1 rescue | Pemphigus Ab inh | dFosB activator | MITF TRPM1 HTS | PKA-R2B act | SR-BI uptake up | NSD2 inh | SR-BI HDL uptake
O=C(O)/C=C/C(=O)Nc1ccc(SC(F)(F)F)cc1 | 2 | 8 | -0.1 | 6 | . | 2 | . | 5 | 18 | . | -18
COc1ccc(NC(=O)C2CC(=O)N(CCc3ccc(F)cc3)C2)c(OC)c1 (configuration not stated) | -4 | 33 | -1.4 | -11 | 102 | -1 | . | -7 | . | -3 | .
O=C(c1c(F)cccc1Cl)N1CCN(c2ccccn2)CC1 | -9 | -5 | -2.4 | 42 | 110 | 3 | -6 | -1 | 8 | -2 | -8
COc1ccc(NS(=O)(=O)c2cccc(NC(=O)CCC(=O)c3cccs3)c2)cc1 | 10 | -1 | 1.3 | -27 | 94 | -11 | -5 | 7 | 16 | 8 | -16
CC(CCc1ccccc1)NS(=O)(=O)c1ccccc1F (configuration not stated) | 6 | -4 | 0.1 | 5 | . | -6 | -6 | 2 | -15 | 0 | 15
O=S(=O)(c1ccc2ccccc2c1)N1CCN(S(=O)(=O)c2c(F)cccc2F)CC1 | 9 | 6 | -0.8 | 1 | 101 | -6 | 55 | 4 | 42 | 2 | -42
O=C(CCC(=O)c1cccs1)NCC(=O)Nc1ccc(F)c(F)c1F | 6 | -5 | -3.0 | -5 | 108 | -4 | -12 | 3 | 8 | 3 | -8
CCOC(=O)C1=C(C)N=c2sc(=C(C)C)c(=O)n2C1c1ccc(N(C)C)cc1 (configuration not stated) | 2 | -7 | 0.2 | -7 | 94 | -4 | 5 | 14 | -8 | 5 | 8
CC(=O)Nc1ccc(Nc2cc(C)nc3c(-c4ccc(Cl)cc4)cnn23)cc1 | 1 | 7 | -0.4 | 62 | 124 | 18* | 21 | -11 | -12 | -2 | 12
CC(C)Oc1cc(NC(=O)CS(=O)CC(=O)N(C)C)c(Cl)cc1Cl (configuration not stated) | -8 | 10 | -0.7 | 6 | 101 | -11 | 7 | 0 | -15 | -7 | 15
COc1ccc(S(=O)(=O)N2CCC(Cc3ccccc3)CC2)cc1C(N)=O | -1 | 8 | 2.4 | 5 | 93 | 9 | -7 | -1 | -1 | -11 | 1
CC(C)c1cc(N2CCOCC2)n2ncc(-c3ccccc3)c2n1 | 1 | 0 | -0.4 | 489* | 100 | -3 | 14 | -2 | -38 | -3 | 38
Cc1nc2cc(-n3ccc(=O)cc3)ccc2n1-c1ccccc1 | 8 | 5 | 1.1 | -9 | 99 | -10 | 6 | 0 | 12 | -4 | -12
CC1CCN(S(=O)(=O)c2ccc3c(c2)N(CC(=O)NCCN2C(C)CCCC2C)C(=O)CS3)CC1 (configuration not stated) | -8 | -20 | . | -6 | 112 | -7 | 20 | 0 | ? | -1 | -61
COC(=O)C1=C(C)NC(C)=C(C(=O)OC)C1c1cc2cc(C)ccc2[nH]c1=O | -4 | 18 | -0.2 | -20 | 98 | 0 | . | -6 | 26 | 1 | -26
OCC(O)C1OC(Nc2ccc(Cl)cc2)C(O)C1O (configuration not stated) | 1 | 13 | 0.4 | 31 | 100 | 7 | 7 | -6 | . | -6 | .
O=c1c(Cl)c(N2CCCCC2)cnn1-c1nc2ccccc2[nH]1 | 1 | -21 | 1.4 | -34 | 94 | -10 | . | -3 | -5 | 0 | 5
C=CCn1c(Cc2ccc(OC)cc2)nnc1SCC(=O)c1cccc([N+](=O)[O-])c1 | -3 | 27 | -1.0 | 2 | 78 | -7 | 0 | -4 | -28 | . | 28
Nn1c(COc2ccccc2)nnc1SCC(=O)O | -2 | -11 | 0.6 | 39 | 103 | -7 | 5 | 3 | 2 | -1 | -2
COc1ccc(C(=O)N2CCN(S(=O)(=O)c3ccc(F)cc3)CC2)cc1OC | -2 | -5 | -1.2 | -12 | 104 | -10 | -9 | -11 | 10 | -1 | -10
CCCn1c2ccccc2c2nnc(SCC(=O)OCC)nc21 | -8 | 16 | -0.2 | -7 | 103 | -9 | -15 | -14 | -8 | 0 | 8
CN(CC(=O)Nc1ccc(F)cc1)CC(=O)N1CCc2ccccc21 | -9 | 1 | 0.1 | . | 99 | -7 | 1 | -5 | 16 | -7 | -16
CSc1ccc(-c2nnn(Cc3ccccn3)n2)cc1 | -3 | 1 | 0.8 | 69 | 105 | 0 | 63 | -2 | . | -1 | .
CCn1c(-c2ccccc2)c(C(=O)O)c2ccccc21 | -2 | -3 | 1.9 | -4 | 109 | -8 | 11 | 1 | . | . | .
CCc1nc2ccccc2n(CCOCCn2c(=O)c(CC)nc3ccccc32)c1=O | -10 | -2 | 0.5 | . | . | -4 | -4 | -10 | 26 | 7 | -26
NCCCC(N)(C(=O)O)C(F)F (configuration not stated) | -2 | -2 | -0.4 | 0&-4 | . | 3 | -9 | -9 | 19 | . | -19
CCn1cc(C(=O)NCCCN2CCC(C)CC2)c(=O)c2cc(S(=O)(=O)N3CCOCC3)ccc21 | -1 | 15 | 0.2 | 133 | 106 | -11 | 8 | 0 | 12 | 5 | -12
COC(=O)c1ccc(N2CCN(c3ccccc3)CC2)c(NC(=O)C2CC2)c1 | -11 | 3 | -0.2 | . | 100 | 8 | . | -2 | -15 | 1 | 15
CCOC(=O)CCCc1c[nH]c2ccccc12 | 1 | 7 | 4.3 | 5 | 103 | -7 | 3 | -15 | 25 | 1 | -25
CCCCOc1ccc(N2C(=O)C(C)CNC2=S)cc1 (configuration not stated) | -14 | 28 | 1.0 | . | 102 | 0 | -3 | 1 | 9 | 1 | -9
Cc1ccc(NC(=O)c2cnc(SCC(=O)c3ccccc3)n(C)c2=O)cc1 | -10 | -13 | 0.7 | -5 | 98 | -2 | 13 | -2 | 17 | . | -17
COc1cccc(SCC(=O)N2CCN(c3ccccc3)CC2)c1 | -2 | -2 | 0.6 | 8 | 111 | -4 | 11 | -7 | 23 | 1 | -23
Cc1ccccc1-n1c(SCC(=O)N2CCN(c3ccccc3)CC2)nnc1-c1ccncc1 | -4 | -7 | -1.4 | 8 | 100 | 3 | -10 | -8 | -6 | -3 | 6
CC1(C)O[C@@H]2[C@H](O1)[C@@H](COS(=O)(=O)O)O[C@H]2n1ccc(=O)[nH]c1=O | 6 | -1 | -1.0 | -4 | 95 | 6 | 0 | 7 | -2 | . | 2
Cc1cccc(C)c1-n1c(C)cc(/C=N\NC(=O)CC(=O)NC2CCCCC2)c1C | -12 | 0 | 0.3 | -31 | 102 | -1 | -4 | -5 | 14 | 4 | -14
O=C(Cn1nc(Cc2cccnc2)c2ccccc2c1=O)N1CCN(C(=O)c2ccco2)CC1 | 1 | -2 | 1.2 | 104 | 117 | 7 | -2 | -9 | 11 | . | -11
O=C(CSCC(=O)N1CCOCC1)Nc1nc(-c2ccc3c(c2)OCO3)cs1 | -4 | 8 | -1.7 | 12 | 101 | -1 | . | 3 | -28 | . | 28
CN(C(=O)c1cccc(NC(=O)Cc2ccc(NC(=O)C3CCCN(C(=O)CCc4ccccc4)C3)cc2)c1)C1CCCC1 (configuration not stated) | -1 | -4 | -0.6 | . | 110 | 1 | -32 | 6 | -51 | . | 51
COc1ccc(CN2CCN(CC=C(C)C)C(CCO)C2)cc1Cn1cncn1 (configuration not stated) | -5 | 6 | -3.1 | 1 | 104 | -2 | -13 | -7 | 4 | -1 | -4
CCN(CC)CCN(C(=O)c1ccc(C(=O)c2ccccc2)cc1)c1nc2cc3c(cc2s1)OCO3 | -3 | 4 | -0.5 | 12 | 107 | 48* | 22 | -6 | -37 | 3 | 37
CCN(CC(=O)NCc1ccc(F)cc1)C(=O)COc1ccccc1[N+](=O)[O-] | -3 | 30 | -2.5 | 6 | . | -8 | -10 | 3 | 7 | 1 | -7
Cc1ccc(S(=O)(=O)N(C)/N=C/C=C/c2ccccc2)cc1 | -7 | 14 | -1.9 | -4 | 102 | 0 | -5 | 10 | 20 | 0 | -20
Cn1cccc1CC(=O)N/N=C/c1cccc2ccccc12 | 2 | 19 | -1.4 | -1 | 102 | -3 | 38 | 3 | -41 | 4 | 41
CCOC(=O)c1[nH]c2ccccc2c1NC(=S)Nc1ccccc1 | 2 | -6 | -2.5 | 1 | 103 | -8 | -2 | -3 | -30 | . | 30
CCCCNC(=O)c1ccc(CS(=O)(=O)c2ccc(C)cc2)o1 | -13 | -5 | 1.7 | 16 | 95 | 0 | -2 | -1 | 1 | 2 | -1
CCOC(=O)C1CCN(C(=O)c2cc3cc(C)ccc3[nH]2)CC1 | 3 | 9 | -0.6 | 21 | 129 | 2 | . | 10 | 17 | -1 | -17
O=C(c1ccccc1-c1ccccc1)N1CCCC1 | -1 | 30 | 1.3 | -20 | 78 | 1 | -1 | -6 | -17 | 0 | 17
C=CCN(Cc1nc(-c2ccccc2)no1)C(=O)c1ccc2c(c1)OCO2 | -10 | -12 | -1.2 | -10 | . | -12 | -1 | 0 | . | -2 | .
CC1CC(C)CN(C(=S)Nc2ccc(OC(F)F)cc2)C1 (configuration not stated) | 2 | 0 | 0.1 | 288 | 85 | -1 | 3 | 7 | -10 | -3 | 10
CC1CN(S(=O)(=O)c2cccc(C(=O)N=c3sccn3C)c2)CC(C)O1 (configuration not stated) | 3 | 1 | -0.1 | 396* | 108 | -8 | 0 | -2 | 28 | -3 | -28
O=C(/C=C/Nc1ccc(Oc2ccccc2Cl)cc1)c1ccco1 | -3 | 13 | 0.5 | 415 | 99 | -13 | 43 | 4 | -24 | -7 | 24
CCOC(=O)c1ccc(NC(=O)NCc2ccncc2)cc1 | 3 | 2 | -0.3 | 507* | 84 | -5 | -7 | -5 | -2 | 3 | 2
